aSyn 5UTR inh: MLPCN primary screen, SNCA 5' untranslated region. alpha-synuclein 5'UTR reporter, inhibitor activity. inhibition, % (tested at 7.5 µM). 300,000 tested, 0.82% active. AID 1813; in the data active means inhibition above about 60%;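 further: H4 neuroglioblastoma cells stably carrying SNCA 5'UTR luciferase fusion; 0% = DMSO wells and 100% = positive control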
HIF activator: HIF pathway transcriptional activation. U2OS HRE-luciferase reporter, luminescence; normalized: DMSO 0%, desferrioxamine 100%. activation, % at 7.5 µM (by protocol). 300,000 tested, 0.32% active. AID 1910;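 active means mean activation of at least 10% of the iron chelator positive control signal, with at least half of replicates also reaching 10%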
TRPC4 inh: inhibitors of mouse TRPC4 channel. HEK293 TRPC4beta/mu-opioid, DAMGO-evoked Fluo4 calcium flux; active compounds read low. B-score at 10 µM. 300,000 tested, 0.39% active. Q9QUQ5;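 active means B-score over 3 SD under the library average, no early fluorescence shift, positive overall ratio signal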
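Test system – stable TRPC4beta/mu-opioid receptor HEK293 cells · Probe or stimulus – DAMGO, a submaximal dose followed by a maximal one · Dosing – one concentration per compound · Signal – Fluo4 calcium fluorescence by kinetic imaging, 5 s 1 Hz baseline · Evaluation – per-well B score of integrated baseline-normalized Fluo4 ratio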
TRPC4 agonist: activators of mouse TRPC4 channel. HEK293 TRPC4beta/mu-opioid, Fluo4 calcium fluorescence; active compounds read high. 310,000 tested, 0.49% active. B-score at 10 µM. Q9QUQ5;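 active means B-score above 5 SD of library B-scores, and initial fluorescence ratio not above library mean plus 5 SD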;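 further: positive B-score marks a calcium rise read as TRPC4 activation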
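Assay system: HEK293 stable line with TRPC4beta plus mu-opioid receptor. Times: dye 45 min RT, read 110 s. Measured by: kinetic Fluo4 calcium fluorescence. Measure: B score of integrated ratio. Controls: assay buffer as low control, maximal DAMGO as high control.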
KLF5 inh: inhibitors of KLF5 expression. inhibition, % at 5 µM. DLD-1 KLF5 promoter-luciferase reporter, luminescence. 290,000 tested, 0.23% active. AID 1700;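 active means inhibition above a per-plate limit of that plate's mean compound inhibition plus 3 SD, cut at about 60% in these data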;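 further: 0% = DMSO wells and 100% = LY294002 at 200 µM; higher means less KLF5 promoter-driven luciferase light; inactives centre near -14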
IEC-6 tox: IEC-6 cytotoxicity, counter-screen for KLF5 inhibitors; 290,000 tested, 0.78% active; luminescence viability; inhibition, % at 5 µM; in the data active means inhibition above about 22%;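 further: 0% = plate median of test compound wells and 100% = cytotoxic reference compound wells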
SKKanGAS inh: inhibitors of SKKanGAS S. pyogenes growth in kanamycin (SK-promoter or general growth effect); inhibition, % at 7.5 µM; BacTiter-Glo, 6 h; 300,000 tested, 1.3% active;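 active means mean replicate score, as percent of positive control median, at least 50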;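 further: strain carries kanamycin resistance gene driven by streptokinase promoter and grows in 40 µg/ml kanamycin; loss of luminescence reflects streptokinase promoter inhibition or plain growth inhibition; 0% = median of DMSO wells and 100% = positive control at its reference dose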
TRPC6 inh: inhibitors of mouse TRPC6 channel. Q61143. HEK293-TRPC6, membrane potential dye, ACh-evoked depolarization; active compounds read low. B-score at 10 µM. 310,000 tested, 1.1% active. AID 2553;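 active means B-score under library mean minus 3 SD, initial fluorescence not abnormally high, positive integrated signal ratio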;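 further: B-score derived from integrated fluorescence ratio over the kinetic read; more negative B-score means stronger inhibition of depolarization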
Target sequence (Q61143 whole entry, looked up): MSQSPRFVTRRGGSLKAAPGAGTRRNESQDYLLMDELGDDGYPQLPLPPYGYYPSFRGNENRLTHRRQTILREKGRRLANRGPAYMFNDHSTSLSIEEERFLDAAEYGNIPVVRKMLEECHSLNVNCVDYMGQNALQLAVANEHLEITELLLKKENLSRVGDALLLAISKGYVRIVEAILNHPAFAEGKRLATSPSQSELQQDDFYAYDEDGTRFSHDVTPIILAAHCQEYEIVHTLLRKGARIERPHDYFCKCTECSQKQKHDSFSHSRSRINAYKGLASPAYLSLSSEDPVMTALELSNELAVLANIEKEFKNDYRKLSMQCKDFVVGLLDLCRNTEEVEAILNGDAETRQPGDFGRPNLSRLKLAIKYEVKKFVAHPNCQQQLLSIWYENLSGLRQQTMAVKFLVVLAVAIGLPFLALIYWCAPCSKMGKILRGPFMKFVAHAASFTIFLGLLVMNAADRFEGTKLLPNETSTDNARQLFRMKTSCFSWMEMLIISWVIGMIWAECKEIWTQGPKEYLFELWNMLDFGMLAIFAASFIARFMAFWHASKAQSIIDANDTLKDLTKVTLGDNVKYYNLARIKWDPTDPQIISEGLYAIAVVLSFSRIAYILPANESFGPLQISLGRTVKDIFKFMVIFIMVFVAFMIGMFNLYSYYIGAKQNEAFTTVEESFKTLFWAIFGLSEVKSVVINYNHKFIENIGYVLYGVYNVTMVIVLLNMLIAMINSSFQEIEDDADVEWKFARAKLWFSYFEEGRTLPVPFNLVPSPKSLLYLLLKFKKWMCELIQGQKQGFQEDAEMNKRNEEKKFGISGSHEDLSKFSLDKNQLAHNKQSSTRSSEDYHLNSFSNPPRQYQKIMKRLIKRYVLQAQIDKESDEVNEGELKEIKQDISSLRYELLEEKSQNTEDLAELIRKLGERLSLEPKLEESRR
TRPC4 PAM: allosteric potentiators of mouse TRPC4 channel. Q9QUQ5. HEK293 TRPC4beta/mu-opioid, DAMGO EC20, Fluo-4 Ca2+ flux; active compounds read high. B-score at 10 µM. 310,000 tested, 0.42% active;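 active means B-score of calcium response area above 5 SD of library B-scores, with initial fluorescence ratio within 5 SD of library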;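 further: B-score of integrated fluorescence ratio over time as area under calcium response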
MrgX1 antag: antagonists of human MrgX1 receptor | B-score at 10 µM | 310,000 tested, 1.3% active | AID 588676 | Q96LB2 | MRGX1-HEK293 calcium flux, Fluo-4, BAM8-22 antagonism; active compounds read low;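 active means calcium-response B-score plate-corrected more than 3 library SD below zero, starting fluorescence within 5 deviations, no agonist response on first addition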;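 further: peak minus trough fluorescence over baseline after final BAM8-22 challenge near maximal dose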
TRPC6 act: activators of mouse TRPC6 channel. AID 2550. Q61143. HEK293-TRPC6 membrane potential dye fluorescence; active compounds read high. B-score at 10 µM. 310,000 tested, 0.13% active;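 active means B-score of the integrated fluorescence ratio above library mean plus 3 SD, and starting fluorescence ratio within library mean plus 5 SD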;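 further: higher score means more depolarization so channel activation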
* hit, by the source's call; i = inactive; · = no result given.

SMILES	aSyn 5UTR inh	HIF activator	TRPC4 inh	TRPC4 agonist	KLF5 inh	IEC-6 tox	SKKanGAS inh	TRPC6 inh	TRPC4 PAM	MrgX1 antag	TRPC6 act
C/C(CC(=O)Nc1ccc(Cl)cc1)=N\NC(=O)C(=O)N1CCCCC1	·	·	i	i	-48	-2	·	i	i	i	i
Cc1cc(-c2ccc(Cl)cc2)n2nc(C)cc2n1	27	-0.5	i	i	-9	3	1	i	i	i	i
CCc1ccc(OCCOCC(O)CNC(C)CC)cc1 (stereo unspecified)	26	-0.2	i	i	-2	-8	-2	i	i	i	i
CCOC(=O)c1ccc(NCn2c(=O)oc3ccccc32)cc1	-48	0.4	i	i	-16	-1	-5	i	i	i	i
CCc1ccccc1NC(=O)c1cc(C)no1	8	1.7	i	i	28	1	-2	i	i	i	i
O=C(Cc1cccs1)N/N=C/C(Cl)=C/c1ccccc1	-192	2.4	i	i	-57	-1	-14	i	i	i	i
CC(=O)c1ccc(-n2nncc2C)cc1	14	-0.4	i	i	-13	-3	1	i	i	i	i
COC(=O)Cn1cnc2sc(C)c(S(=O)(=O)N3CCC(C)CC3)c2c1=O	1	0.1	i	i	-3	1	-4	i	i	i	i
Cc1cccc(C)c1NC(=O)CNC(=O)C1CC(=O)N(Cc2ccccc2)C1 (stereo unspecified)	1	-0.2	i	i	·	·	17	i	i	i	i
CC1CCOC(c2coc3ccccc3c2=O)O1 (stereo unspecified)	-113	2.6	i	i	-33	-1	0	i	i	i	i
O=C(c1ccccc1Cc1ccccc1)N1CCN(S(=O)(=O)c2ccccc2[N+](=O)[O-])CC1	7	-0.6	i	i	·	·	-8	i	i	i	i
CCOc1ccccc1N1CCN(Cc2cccc(OC)c2O)CC1	-2	-0.3	i	i	11	-1	2	i	i	i	i
O=C(CN(C(=O)c1ccc(Cl)cc1)N1C(=O)C2C3C=CC(C3)C2C1=O)c1cccs1 (stereo unspecified)	-4	-0.4	i	i	-30	-6	2	i	i	i	i
Cc1cc(C(F)F)n2ncc(C(=O)N3CCC(C(N)=O)CC3)c2n1	4	-0.4	i	i	8	4	-3	i	i	i	i
Cc1nc(Cl)c(C(=O)NCCc2ccccc2)c(C)c1[N+](=O)[O-]	-18	-5.2	i	i	-39	-1	0	i	i	i	i
CCn1c(CNC(=O)c2ccccc2F)cc2ccccc21	-35	0.3	i	i	-49	8	3	i	i	i	i
CCOc1cc(/C=N/NC(=O)Cc2ccc(C(F)(F)F)cc2[N+](=O)[O-])c(Br)cc1OC	-3	-1.0	i	i	-22	1	4	i	i	i	i
Cc1ccc(F)cc1NC(=O)COC(=O)C1CCN(c2ccc(C(F)(F)F)cn2)CC1	5	0.1	i	i	·	·	-12	i	i	i	i
CC(C)O/C(=N\S(=O)(=O)c1ccc(Cl)cc1)c1ccccc1	15	-0.2	i	i	-25	5	3	i	i	i	i
COCCCNC(=O)C1CCN(S(=O)(=O)c2c(C)noc2/C=C\c2ccc(OC)cc2)CC1	18	-0.1	i	i	-26	-4	-3	i	i	i	i
COc1ccc(C(=O)NCCS(=O)(=O)N2CCCCCC2)cc1	16	2.1	i	i	·	·	-1	i	i	i	i
CCOC(=O)c1csc(-c2ccc3c(c2)CCO3)n1	-110	2.7	i	i	-123	-10	-6	i	i	i	i
CCc1ccc(NC(=O)Nc2ccncc2)cc1	-77	1.2	i	i	-49	-4	-21	i	i	i	i
CC(C)OC(=O)C1C(=O)CC(C)(O)C(C(=O)OC(C)C)C1c1cccc([N+](=O)[O-])c1 (stereo unspecified)	-19	0.2	i	i	-15	1	5	i	i	i	i
O=C(/C=C/c1ccc2c(c1)OCO2)Nc1nc(-c2ccc(F)cc2F)cs1	-8	-1.4	i	i	-22	4	0	i	i	i	i
COC(=O)[C@H]1C[C@@H]1[C@H](NC(=O)c1cnccn1)c1ccccc1	18	2.9	i	i	-10	3	3	i	i	i	i
CC(C)CC(NC(=O)CCC(=O)OCC(=O)[C@@]1(O)CCC2[C@@H]3CCC4=CC(=O)C=C[C@]4(C)C3[C@@H](O)C[C@@]21C)C(=O)O (stereo partly specified)	52	-3.4	i	i	-98	13	-3	i	i	i	i
Cc1nc(=O)c(-c2ccccc2)c(C)n1-c1cccc(/C=C/C(=O)O)c1	15	-10	i	i	-23	5	-1	i	i	i	i
Cc1c(C#N)c(NC(=O)CCl)n(Cc2ccccc2)c1C	7	-1.6	i	i	-8	3	11	i	i	i	i
O=C(Nc1ccc2c(c1)OCO2)C1CCN(S(=O)(=O)c2cccc3cccnc23)CC1	21	-0.3	i	i	-5	-2	4	i	i	i	i
O=C(Nc1ccc(F)c(Cl)c1)NC1CC1	-1	-0.2	i	i	-30	-5	-1	i	i	i	i
CC(C)C[C@H](NC(=O)[C@@H]1Cc2ccccc2CN1)C(=O)Nc1ccc(C(C)C)cc1	6	-3.1	i	i	-8	-6	2	-5.2*	i	i	i
CN(C)S(=O)(=O)c1ccc(C(=O)Nc2nc(-c3ccccc3)c(C(=O)c3ccccc3)s2)cc1	20	-0.6	i	i	-6	-3	32	i	i	i	i
CCOP(=O)(OCC)c1nc(-c2ccc(Cl)cc2Cl)oc1N1CCCCC1	36	-1.0	i	i	0	3	6	i	19*	i	i
CN1C(=O)CSC1=Nc1ccc(Br)cc1	-1	2.0	i	i	-8	3	-11	i	i	i	i
O=C(CN(C(=O)c1csnn1)c1ccc2c(c1)OCCO2)NCc1ccccc1	-4	0.4	i	i	-40	-3	-6	i	i	i	i
Cc1nc(-c2nc(-c3c(C(=O)NN)noc3C)cs2)cs1	-55	1.1	i	i	-20	1	1	i	i	-5.9*	i
O=Cc1cccc(OC(=O)/C=C/c2ccco2)c1	-61	1.8	i	i	-22	-12	-4	i	i	i	i
Fc1cccc(NC(=S)N2CCn3cccc3C2c2cccnc2)c1 (stereo unspecified)	4	0.7	i	i	-27	0	-2	i	i	i	i
COc1ccccc1N1CCN(/N=C/c2cccc(OC)c2O)CC1	-67	1.6	i	i	-18	-8	-5	i	i	i	i
O=C(COc1cc(F)ccc1[N+](=O)[O-])Nc1ccc(N2CCOCC2)cc1	3	-0.3	i	i	-28	5	11	i	i	i	i
CC(=O)OCC1OC(OC(C)=O)C(NC(=O)Cc2ccccc2)C(OC(C)=O)C1OC(C)=O (stereo unspecified)	2	-0.3	i	i	10	3	-3	i	i	i	i
O=C1COc2ccc(C(=O)CSc3nnc(-c4cccs4)n3Cc3ccccc3)cc2N1	-2	0.5	i	i	7	1	13	i	i	i	i
O=C(O)CCCC(=O)Nc1ccc(C(=O)N2CCCCC2)c(Cl)c1	1	1.5	i	i	-29	-4	-1	i	i	i	i
Cc1cccc(C)c1NC(=O)CN(C)C(=O)c1cccc(-n2cccc2)c1	1	0.1	i	i	·	·	-4	i	i	i	i
COc1ccc(C(=O)Nc2ccc(CN3CCCCC3)cc2)cc1	6	0.9	i	i	-15	2	-1	i	i	i	i
COc1ccc(CCNC(=O)/C(C#N)=C/c2ccc(OCC(=O)NCC3CCCO3)cc2)cc1OC (stereo unspecified)	-18	-0.7	i	i	-4	-6	6	i	i	i	i
Cc1cc(C)c2c(c1)/C(=N/NC(=O)c1cc(C)oc1C)CCC2	-12	0.6	i	i	-21	15	17	i	i	i	i
O=C(CCCCn1c(=O)c2ccccc2n(CC(=O)NC2CCCC2)c1=O)NC1CCCC1	-16	-0.5	i	i	-4	3	3	i	i	i	i
CCCCCc1ccc(CC(=O)Nn2c(C)nc3ccccc3c2=O)cc1	-9	0.1	i	i	-7	-3	5	i	i	i	i
C=CCNC(=S)NNc1ncnc2sc3c(c12)CC(C)(C)OC3	6	-0.2	i	i	-19	-2	-12	i	i	i	i
NS(=O)(=O)c1ccc(NC(=O)CCC(=O)N2CCOCC2)cc1	-15	0.1	i	i	-17	-12	3	i	i	i	i
CCSc1nc(N)nc(-c2cccs2)c1C#N	-60	1.5	i	i	-25	-1	-2	i	i	i	i
CC(C)(C)c1cc[n+](-c2nc([O-])sc2C=O)cc1	-6	-0.2	i	i	-26	3	-8	i	i	i	i
N#CCC(=O)N/N=C/c1ccc(Sc2nc3ccccc3s2)o1	-30	-1.0	i	i	-31	-6	0	i	i	i	i
Cc1cccc(-c2noc(-c3ccccc3C(=O)NCC3CCCO3)n2)c1 (stereo unspecified)	-34	0.7	i	i	-43	-1	-4	i	i	i	i
CC(=O)c1cc(-c2ccccc2)n(CCC(=O)NC2CCCC2)c1C	17	-0.3	i	i	-4	0	6	i	i	i	i
Cc1ccc(NC(=O)C2(S(=O)(=O)c3ccc(C)cc3)CC2)cc1	10	-0.4	i	i	-17	1	5	i	i	i	i
O=C(COC(=O)c1n[nH]c(=O)c2ccccc12)c1ccc(Cl)cc1	-12	-0.6	i	i	-7	7	0	i	i	i	i
COC(=O)[C@@H](NC(=O)c1ccccc1OC1CCN(S(C)(=O)=O)CC1)C(C)C	0	-0.4	i	i	-28	-2	9	i	i	i	i
CCOC(=O)N1CCN(C(=O)CSc2ccc3nnc(CCNC(=O)c4ccc(OC)cc4)n3n2)CC1	-1	0.1	i	i	10	5	3	i	i	i	i
CCc1nn(CC(=O)NCCN2CCOCC2)c(=O)c2cc3c(OC)cccc3n12	19	0.1	i	i	-5	3	5	i	i	i	i

High-throughput results as filed in PubChem BioAssay.
